Screening results from PubChem BioAssay.
BCLXL inh: inhibitors of human Bcl-xL; 320,000 compounds, 0.7% hits; inhibition, % at 10.9 µM; Q07817; GST-Bcl-xL / FITC-Bim BH3 peptide fluorescence polarization;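 active = inhibition above the mean of all tested compounds plus 3 SD, cutoff set per campaign, cut at about 30% in these data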;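 also: 0% = DMSO wells and 100% = unlabeled Bim-BH3 peptide competitor; inhibitors lower millipolarization by displacing the labeled peptide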
Target sequence (Q07817 whole entry, looked up): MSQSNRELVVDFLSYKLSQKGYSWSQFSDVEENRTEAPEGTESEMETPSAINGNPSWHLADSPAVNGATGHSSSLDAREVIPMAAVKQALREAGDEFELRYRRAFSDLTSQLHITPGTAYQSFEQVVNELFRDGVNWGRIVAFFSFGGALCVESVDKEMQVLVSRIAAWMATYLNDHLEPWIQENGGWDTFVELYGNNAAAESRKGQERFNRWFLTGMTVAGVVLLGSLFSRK
MEX-5 binding: C. elegans MEX-5 TCR-2 RNA binding activity | MEX-5/FITC-TCR2 RNA binding, fluorescence polarization; active compounds read low | activity score (negative = inhibition of binding), % at 10 µM | 300,000 compounds, 0.38% hits | AID 1832;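 active = inhibition past about -25% in most replicates, and total fluorescence under double the plate's negative control median, limit read from the data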;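 also: 0% = DMSO and -100% = 5 µM competing unlabeled TCR2 RNA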
PME-1 primary: blocks human protein phosphatase methylesterase 1 | Q9Y570 | recombinant PME-1, FP-Rh probe fluorescence polarization | inhibition, % at 5.9 µM | 320,000 compounds, 0.53% hits;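 active = inhibition above the campaign mean of all compounds plus 3 SD, cut at about 26% in these data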;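 also: competitive labeling of PME-1 active site by serine hydrolase directed probe; 0% = PME-1 with DMSO and 100% = wells lacking PME-1 enzyme; inhibitors block probe labeling so polarization falls and inhibition rises; many of its hits are not listed in these tables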
TPT1 inhibitor: inhibitors of Candida albicans tRNA 2'-phosphotransferase TPT1. recombinant caTPT1, FP RNA substrate dephosphorylation. inhibition, % at 5 µM. 300,000 compounds, 0.81% hits;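 active = inhibition above the mean of all tested compounds plus 3 SD, set per screening campaign, cut at about 24% in these data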;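 also: plate controls were DMSO alone for no effect and ferristatin control at 100 nM for full effect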
MCL1-BIM inh: MCL1-BIM-BH3 interaction inhibition (human); Q07820; GST-MCL1 / FITC-Bim-BH3 fluorescence polarization; inhibition, % at 10.9 µM; 320,000 compounds, 0.68% hits; AID 2057;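 active = inhibition above the mean inhibition of all tested compounds plus 3 SD, set per campaign, cut at about 40% in these data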;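 also: 0% = DMSO wells and 100% = unlabeled Bim-BH3 peptide control; higher means more loss of mP so more displacement of Bim peptide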
Target sequence (Q07820 whole entry, looked up): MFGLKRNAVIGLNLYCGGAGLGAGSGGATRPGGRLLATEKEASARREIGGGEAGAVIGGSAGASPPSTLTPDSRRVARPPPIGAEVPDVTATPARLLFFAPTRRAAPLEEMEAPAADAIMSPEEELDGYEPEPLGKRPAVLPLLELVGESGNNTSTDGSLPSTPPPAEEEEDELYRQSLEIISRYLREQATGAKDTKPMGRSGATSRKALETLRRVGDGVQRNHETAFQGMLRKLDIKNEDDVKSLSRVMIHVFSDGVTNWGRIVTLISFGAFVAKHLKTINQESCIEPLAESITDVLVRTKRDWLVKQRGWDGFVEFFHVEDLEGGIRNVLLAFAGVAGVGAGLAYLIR
GSTO1 counter: blocks human GSTO1 in RBBP9 counter-screen. P78417. recombinant GSTO1, activity-based probe fluorescence polarization. inhibition, % at 5.96 µM. 300,000 compounds, 1.1% hits;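 active = inhibition above the campaign mean inhibition plus 3 SD, cut at about 35% in these data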;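 also: 0% = GSTO1-1 with DMSO and 100% = wells lacking GSTO1-1 enzyme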
Target sequence (P78417 whole entry, looked up): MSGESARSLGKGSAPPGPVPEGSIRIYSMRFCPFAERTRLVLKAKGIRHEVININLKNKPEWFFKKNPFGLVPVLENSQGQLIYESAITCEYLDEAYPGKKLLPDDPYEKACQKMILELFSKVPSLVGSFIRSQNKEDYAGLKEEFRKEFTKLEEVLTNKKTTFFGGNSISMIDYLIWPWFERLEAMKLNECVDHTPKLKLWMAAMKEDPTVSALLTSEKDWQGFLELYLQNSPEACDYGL
Fam108B inh: Fam108B inhibition, counter-screen for RBBP9 inhibitors | recombinant Fam108B, FP-Rh probe fluorescence polarization | inhibition, % at 9.51 µM | 300,000 compounds, 0.33% hits | AID 1947;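 active = inhibition above the screen mean inhibition plus 3 SD, computed separately per campaign, cut at about 18% in these data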;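 also: inhibitors lower polarization as less probe binds the enzyme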
GLD-1 TGE inh: GLD-1-TGE RNA interaction inhibition (C. elegans); Q17339; purified GLD-1 + fluorescein TGE RNA, fluorescence polarization; inhibition, % at 5.96 µM; 320,000 compounds, 0.44% hits;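 active = percent inhibition above a per-plate cutoff, the plate mean of test compounds plus 3 SD, cut at about 30% in these data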;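 also: 0% = DMSO wells with GLD-1 and probe and 100% = wells lacking GLD-1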
PAD4 FP inh: inhibitors of human PAD4; Q9UM07; recombinant PAD4, RCA probe fluorescence polarization; inhibition, % at 6.36 µM; 330,000 compounds, 0.41% hits; AID 485272;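 active = percent inhibition above a cutoff equal to the mean of all tested compounds plus 3 SD, cut at about 15% in these data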;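 also: 0% = PAD4 with RCA probe and DMSO and 100% = probe without PAD4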
Numbers without * were called inactive; . = not tested or not shown. This is a subset, so the mix of outcomes need not match the whole.

SMILES	BCLXL inh	MEX-5 binding	PME-1 primary	TPT1 inhibitor	MCL1-BIM inh	GSTO1 counter	Fam108B inh	GLD-1 TGE inh	PAD4 FP inh
Cc1nn(Cc2ccc(Cl)cc2)c(C)c1NC(=O)c1cc(-c2ccco2)on1	1.7	-1.4	-1.0	-1.1	0.7	-4.2	-5.8	0.3	-6.6
O=C(Nc1ccc(Br)cc1)C1CC(c2c(F)cccc2Cl)=NO1 (stereo not drawn)	4.0	0.3	2.6	2.2	0.9	-0.6	2.9	8.1	-1.4
COc1ccc(OC)c(C(C(=O)NC2CCCCC2)N(Cc2ccco2)C(=O)c2ccccn2)c1 (stereo not drawn)	0.6	0.9	0.5	-2.2	-2.4	-1.0	2.6	0.6	-1.1
COc1ccccc1CNCC(=O)Nc1ccc(N2CCOCC2)cc1	9.6	-1.2	-5.0	-5.4	13.1	2.7	3.4	5.8	3.9
COC(=O)c1ccccc1N(C)S(=O)(=O)c1cc2c(cc1C)OCC(=O)N2	3.9	2.5	3.7	-2.3	-0.2	-4.8	0.0	5.4	-3.0
COc1ccc(N2C(=O)CSC2c2ccccc2[N+](=O)[O-])cc1 (stereo not drawn)	8.0	0.8	1.2	-4.6	3.3	-1.0	1.4	-4.7	-4.2
Cc1cccc(C(=O)c2cn[nH]c2-c2ccc(C)cc2O)c1	1.4	-1.7	2.9	-1.3	5.3	-1.0	-2.6	-3.2	-3.0
O=C1CSC(=Nc2ccccc2)N1Cc1ccccc1	5.6	0.0	-0.3	1.4	-4.3	2.8	-4.8	1.3	-0.9
CCCCN(CC)CCNC(=O)c1[nH]c(C)c(C(C)=O)c1C	0.9	0.5	0.1	0.8	2.7	4.5	-0.3	7.2	-4.9
Cc1nn(C)c(C(=O)N/N=C/c2ccc(C(F)(F)F)cc2)c1[N+](=O)[O-]	-1.2	3.8	1.8	0.6	-3.5	-2.3	-4.7	-2.0	-5.6
CCOc1ccc2c(c1)C(C)=CC(C)(C)N2C(=O)Nc1ccccc1	12.4	-1.1	1.6	1.2	12.8	16.7	0.2	2.5	-13.1
Cc1ccc(-n2ccnc(SCC(=O)NCCc3ccccc3)c2=O)cc1F	4.3	-0.5	1.0	1.3	11.1	-3.2	2.1	2.4	3.5
CS(=O)(=NS(=O)(=O)c1ccc(Cl)cc1)c1ccccc1 (stereo not drawn)	2.3	0.5	5.0	0.8	-4.4	-5.9	2.6	-0.6	-0.7
O=C(c1cc(-c2cccnc2)nc2ccc(Br)cc12)N1CCN(c2ncccn2)CC1	4.5	0.8	2.5	0.9	-0.1	-5.7	4.3	-5.4	-2.2
CN(C)/C=N/c1ncc(C(=O)c2ccc(Cl)cc2Cl)s1	5.0	1.7	2.4	0.6	10.1	0.1	-1.8	0.2	-1.6
O=C(Oc1ccc2c(=O)c(Cl)coc2c1)c1ccncc1	-0.1	-1.7	-1.9	-0.5	-3.0	17.3	-3.9	4.0	-4.7
CCCCOC(=O)Nc1ccccc1C(N)=O	0.0	-2.5	1.3	2.6	-0.8	4.2	3.5	-3.0	5.9
Cc1cccc(NC(=O)c2cc(S(=O)(=O)N3CCCCC3)c[nH]2)c1C	1.9	2.8	-3.8	-5.7	0.6	0.0	-0.5	8.4	0.4
COc1cccc2sc(NNC(=O)C3=COCCO3)nc12	-11.4	-4.6	4.8	1.6	-6.9	5.8	-1.6	5.9	4.0
CC(C)(C)CC(=O)Nc1ccccc1N1CCN(c2ccc(F)cc2)CC1	4.3	6.3	0.4	-1.3	6.9	5.8	-0.5	-8.2	3.3
Cc1ccc(CSC2=NCCN2C(=O)C2CC2)cc1	3.3	-0.6	2.3	5.6	-1.4	1.7	3.6	10.5	3.4
CN1CCN(S(=O)(=O)c2ccc(NN)nc2)CC1	-1.1	.	1.5	.	-0.1	.	.	7.6	3.4
COc1ccc2cc3cc(C(=O)N4CCCCCC4)oc3nc2c1	4.9	-1.5	-5.3	-0.1	2.6	-5.6	3.6	-0.1	-1.1
Cc1nc2cc(C(=O)O)ccc2s1	3.9	2.3	4.3	-0.4	9.5	-2.1	-0.8	2.2	1.1
CC(C)Cn1c(-c2cccnc2)nc2c1c(=O)[nH]c(=O)n2CC(C)C	-0.4	-0.9	-2.0	1.9	1.2	7.7	-3.2	8.6	-3.0
O=C1c2cccc(OCC(=O)N3CCCc4ccccc43)c2CCN1Cc1ccc(F)cc1	-7.8	1.9	10.0	-0.1	-29.2	2.9	-2.2	-4.4	0.0
N/C(=N\OC(=O)Cc1cccs1)c1ccc([N+](=O)[O-])cc1	0.8	0.8	10.6	2.2	-4.7	3.8	3.8	-0.2	0.3
CCC1C(=O)NCCN1C(=O)c1ccc2nc(Cc3ccc(OC)cc3)oc2c1 (stereo not drawn)	-3.4	0.7	4.1	-1.8	1.6	-4.1	-1.3	8.2	-3.0
C(=N\n1cnnc1)/c1ccc(-c2ccccc2)cc1	6.0	0.9	-8.1	-2.8	3.6	2.8	0.6	2.8	-3.7
Nc1nonc1C(=O)NCCNC(=O)c1ccccc1F	2.2	2.5	0.2	-1.7	4.3	3.1	2.1	-4.8	-4.4
NC(=O)CC(NC(=O)c1ccccc1)c1ccc(NC2CCN(Cc3ccccc3)CC2)c([N+](=O)[O-])c1 (stereo not drawn)	2.9	-0.1	2.0	-1.6	5.1	4.3	-0.9	5.5	2.7
CCCNC(=O)c1ccc(S(=O)(=O)c2ccc(OC)cc2)c([N+](=O)[O-])c1	0.7	0.7	4.1	1.2	-5.7	14.9	-0.4	-0.2	-0.1
Cc1ccc(-c2csc(N/N=C/c3ccco3)n2)c(C)c1	2.5	3.5	11.3	4.3	6.4	2.2	1.6	8.9	1.0
O=C(O)C1(P(=O)(c2ccccc2)c2ccccc2)CCC1	9.8	1.1	1.6	-1.9	-1.7	4.1	2.6	-4.2	-4.0
Cc1ccc(Nc2nc3ccccc3n3cnnc23)c(Cl)c1	1.7	2.9	-1.2	0.5	4.6	2.3	-0.3	4.6	5.3
CCN(CC)CCCn1c2c(c(SCC(=O)Nc3ccc(OC(F)(F)F)cc3)nc1=O)CCC2	1.1	-1.3	-0.1	0.3	1.9	-15.4	-3.1	-7.9	-1.8
CN1C(=O)/C(=C/c2ccccc2F)Sc2ccc(C(=O)NCC3CCCO3)cc21 (stereo not drawn)	5.1	-1.8	0.6	-0.4	2.9	-9.1	-5.4	3.0	-1.6
O=C(Nc1ccc(Cl)cn1)Nc1ccc(Cl)cn1	5.2	-0.4	-13.5	-1.1	3.4	5.5	0.4	1.3	2.2
Cc1cc(C)nc(NC(=O)CCN2C(=O)c3ccccc3S2(=O)=O)n1	2.1	2.2	-1.5	0.6	1.4	2.5	-1.0	8.2	2.1
Cc1cc(Nc2ccccc2)nn1C(=O)c1ccc(Cl)cc1	3.3	0.9	-6.3	2.1	7.4	2.3	5.5	2.4	0.6
CCCn1nc(NC(=O)C(C)(C)C)c2cc3cc(OC)ccc3nc21	3.5	0.0	-0.3	-1.4	2.4	1.4	-3.5	-5.9	1.6
CC(NC(=O)CN1CCCC1)c1ccccc1 (stereo not drawn)	3.8	0.9	4.8	-1.8	13.6	-3.5	2.3	4.3	0.9
CSc1ccccc1NC(=O)CO/N=C(\C)c1cc2ccccc2o1	5.0	-2.1	-2.8	-1.6	0.5	4.8	-3.8	2.5	-5.3
Cc1ccc(NC(=O)COC(=O)COc2cccc3c2OC(C)(C)C3)cc1C	0.6	2.9	1.9	-0.1	-10.3	3.2	1.0	0.0	1.2
N/C(=N/O)c1cccn1Cc1ccccc1[N+](=O)[O-]	3.8	1.1	-2.9	1.1	4.0	6.9	4.6	1.2	2.0
CCCc1cc(C(=O)OCC(=O)N(CCC)c2c(N)n(Cc3ccccc3)c(=O)[nH]c2=O)sc1C	-4.6	2.4	1.6	2.6	-2.6	5.8	0.1	-4.7	1.7
COc1ccccc1C(=O)NC(=O)COC(=O)CNC(=O)c1ccccc1	2.9	0.7	3.0	-0.7	-4.9	12.4	-2.4	0.8	1.4
Cc1ccc(NC(=O)CCn2cnc3ccccc3c2=O)cc1Cl	0.7	-2.2	3.3	2.9	-5.0	1.0	-2.3	5.6	-1.0
CC1CCN(CCCNC(=O)C2CCC(CNS(=O)(=O)c3ccccc3)CC2)CC1 (stereo not drawn)	2.5	0.4	-4.1	-0.1	0.7	4.2	-1.1	-3.8	-2.4
Cc1ccccc1SC1CCN(C(=O)C2CCC(=O)N(C3CC3)C2)CC1 (stereo not drawn)	2.7	-0.3	-2.5	-1.2	2.2	-0.5	-2.9	-1.5	-0.2
C/C(=N\N=C(c1ccccc1)c1ccccc1)c1ccco1	1.9	3.1	-3.0	0.0	-1.5	11.7	-2.2	0.0	1.2
COc1ccc(OC)c2[nH]c(=O)c(CCNS(=O)(=O)c3ccc(F)cc3)cc12	-1.6	1.4	7.8	-2.0	-7.6	3.7	-0.3	3.0	0.3
CCOc1ccccc1N1CCN(CC(O)COc2ccc3c(C)cc(=O)oc3c2)CC1 (stereo not drawn)	-1.2	1.9	-2.3	2.2	1.5	0.1	-0.2	7.8	-2.1
CC(NC(=O)CN(c1ccccc1F)S(C)(=O)=O)c1ccccc1 (stereo not drawn)	-1.4	-1.6	-3.1	-0.3	-3.2	2.5	-3.8	3.1	-2.7
COc1ccc(CN(C(=O)c2ccc(C)cc2)C2CCS(=O)(=O)C2)cc1 (stereo not drawn)	5.0	0.7	3.6	-1.5	3.1	3.4	-3.0	-3.8	1.1
O=C(CO/N=C1\CCCc2nonc21)Nc1ccc(Br)cc1	4.8	-0.3	-2.4	-2.1	9.3	0.8	3.1	-1.6	5.2
N#Cc1c(NC(=S)NC(=O)C2CCCC2)sc2c1CCCCC2	5.7	0.6	-22.8	-6.9	10.8	-0.4	-19.7	3.2	-2.3
CCC(CC)NC(=O)Cc1ccccc1OC	10.7	-3.0	-0.1	-1.2	7.7	-5.9	3.1	2.4	-2.6
CN(c1cccc(NC(=O)CN2C(=O)c3ccccc3S2(=O)=O)c1)S(C)(=O)=O	4.7	-4.8	4.1	-3.1	18.2	10.4	2.3	-2.4	1.1
Cc1nn(-c2ccccc2)c(Cl)c1C(=O)NCC(C)C	0.6	-2.7	-3.7	0.0	-8.0	-2.6	-1.2	5.9	4.8
CCOC(=O)CSc1nnc(CNC(=O)c2ccc(OC)cc2OC)n1-c1ccc(OC)cc1	-3.3	.	-7.1	4.3	-9.8	7.1	1.8	2.7	-0.3
O=C(O)c1ccccc1SSc1ccccc1C(=O)O	7.5	0.1	-0.4	-2.1	7.6	19.2	1.1	6.5	45.2*
O=C(Nc1ncccc1Cl)c1cccc(F)c1	4.5	-0.6	2.0	0.2	-1.8	-4.0	-2.4	-2.9	-3.0

One compound at a time (already shown).
Listed for O=C(CO/N=C1\CCCc2nonc21)Nc1ccc(Br)cc1 → BCLXL inh = 4.8; MEX-5 binding = -0.3; PME-1 primary = -2.4; TPT1 inhibitor = -2.1; MCL1-BIM inh = 9.3; GSTO1 counter = 0.8; Fam108B inh = 3.1; GLD-1 TGE inh = -1.6; PAD4 FP inh = 5.2
Listed for CN(c1cccc(NC(=O)CN2C(=O)c3ccccc3S2(=O)=O)c1)S(C)(=O)=O → BCLXL inh = 4.7; MEX-5 binding = -4.8; PME-1 primary = 4.1; TPT1 inhibitor = -3.1; MCL1-BIM inh = 18.2; GSTO1 counter = 10.4; Fam108B inh = 2.3; GLD-1 TGE inh = -2.4; PAD4 FP inh = 1.1
